Exocytosis inh: lytic granule exocytosis inhibition; 360,000 tested, 0.66% active; AID 651702; TALL-104 LAMP-1 surface exposure, flow cytometry; cells stimulated with thapsigargin and PMA; inhibition, % at 10 µM;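 active means inhibition above about 55%, limit read from the data; inconclusive means no clear call, values can overlap the other calls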
TRPM1 prom inh: MITF TRPM1 promoter inhibition in SK-MEL-5 cells; SK-MEL-5 TRPM1 promoter luciferase, 24 h; inhibition, % at 12.5 µM; 330,000 tested, 0.83% active;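 active means mean inhibition across replicates of 60% or more, whatever share of single replicates reaches that level; inconclusive means some that reach 60%, reason not given; inactive means mean inhibition across replicates below 60%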; further: values of inactives mirror those of a sister screen read the other way
NR2E3 ag-1: agonists of human nuclear receptor NR2E3; Q9Y5X4; GST-NR2E3/biotin-RetCOR TR-FRET, 1536-well; inhibition of corepressor binding, % at 4.78 µM; 320,000 tested, 0.12% active; AID 2300;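 active means percent inhibition above the cutoff of mean plus 3 SD of all tested compounds, set per screening campaign, cut at about 20% in these data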;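 further: 0% = DMSO wells and 100% = biotin wells as full block of FRET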
Target sequence (Q9Y5X4 whole entry, looked up): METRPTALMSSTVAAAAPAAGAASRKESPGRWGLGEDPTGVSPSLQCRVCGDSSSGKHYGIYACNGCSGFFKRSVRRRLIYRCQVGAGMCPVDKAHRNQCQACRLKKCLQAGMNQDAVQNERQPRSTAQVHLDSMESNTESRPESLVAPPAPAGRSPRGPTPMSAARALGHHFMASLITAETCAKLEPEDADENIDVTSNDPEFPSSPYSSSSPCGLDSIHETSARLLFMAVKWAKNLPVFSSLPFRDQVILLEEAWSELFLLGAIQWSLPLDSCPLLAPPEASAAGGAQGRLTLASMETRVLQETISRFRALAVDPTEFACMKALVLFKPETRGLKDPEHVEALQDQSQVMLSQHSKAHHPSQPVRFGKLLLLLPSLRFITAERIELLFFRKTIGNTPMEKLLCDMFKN
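Material: NR2E3–RetCOR corepressor complex / Amount: 1.35 nM GST-NR2E3 / Medium: Tris pH 7.5 / Compound: single nominal compound dose of 4.8 µM / Incubation: 5 h at 4 °C / Technique: TR-FRET, Eu(K)-anti-GST donor, streptavidin-D2 acceptor, ex 340, em 617/671 nm / Read-out basis: percent loss of FRET ratio relative to control wells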
aDG glyco up: increases alpha dystroglycan glycosylation; Pro5-aDG cells, alpha-DG glycosylation AlphaScreen (IIH6); 0% Pro5, 100% B10-LARGE cell signal; activation, % at 10 µM; 360,000 tested, 0.22% active; AID 624168;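 active means activation of at least 8% versus controls, or a plate z-score of at least 8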;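 further: Pro5 are CHO cells carrying HIG-tagged alpha-DG that lacks glycosylation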
HIF-2a block: HIF-2a inhibition | 786-0 RCC cells HIF-2a reporter, luciferase luminescence, overnight | inhibition, % at 18.8 µM | AID 624352 | 360,000 tested, 0.72% active;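 active means inhibition of the luminescence signal of 40% or more relative to plate controls, in a single-dose primary screen at 18.75 µM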
Vif imaging: inhibitors of HIV Vif | 340,000 tested, 0.35% active | HEK293T cells, Vif self-association by quenched fluorescence, imaging, 24 h | AID 602346 | inhibition, % at 7.49 µM; in the data active means inhibition above about 50%, passing the limit was not always enough; inconclusive means no clear call, values can overlap the other calls; inactive means below about 31%; further: some results filed as inactive read as strong as hits
CaV13 FRET inh: Primary screen for inhibitors of IQ motif and Ca2+-dependent inactivation inhibitor domain binding in CACNA1D, Förster resonance energy transfer in living cells, …. AID 743397. 340,000 tested, 0.098% active. inhibition, % at 12.3 µM. HEK cells, CFP/YFP FRET ICDI-IQ, plate reader, 10 min; percent FRET-ratio fall versus neutral wells;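 active means mean replicate inhibition of at least 30% and at least 1% of replicates passing that level; inconclusive means only one of the two criteria is met; inactive means neither criterion is met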;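 further: 0% = median of the neutral control wells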
iPSC survival up: enhancers of human iPSC single-cell survival. hiPSC single-cell survival, ATPlite luminescence; 100% = ROCK inhibitor wells, 0% = DMSO. survival enhancement, % at 20 µM. 360,000 tested, 0.044% active. AID 602274; in the data active means survival enhancement above about 18%;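 further: cells exposed to compounds for 16 hours before the ATP read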
Peg3 prom inh: inhibitors of Peg3 promoter | HeLa PEG-Prom luciferase reporter, luminescence, overnight | inhibition, % at 20 µM | 360,000 tested, 1.7% active;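 active means inhibition of at least 50% at 20 µM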
NR2E3 ag-2: activates human NR2E3 receptor; 360,000 tested, 0.35% active; CHO-S Gal4-NCOR/VP16-NR2E3 two-hybrid, luciferase; AID 602229; Q9Y5X4; inhibition of corepressor binding, % at 3.98 µM;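 active means inhibition above the mean of all tested compounds plus 3 SD, cut at about 70% in these data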;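 further: 0% = DMSO with NR2E3 transfected cells and 100% = cells lacking NR2E3 construct; higher means lower luciferase signal from less NR2E3 corepressor binding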
PDI inh: PDI (human) enzyme inhibition; P07237; PDI insulin aggregation turbidity, A650, 90 min; inhibition, % at 10 µM; 350,000 tested, 0.052% active; AID 588391;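 active means mean inhibition across replicates of 30% or more, whatever share of single replicates reach that level; inconclusive means mean inhibition below 30% while every single replicate reaches 30%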;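 further: absorbance from insulin aggregation driven by PDI reduction with DTT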
Target sequence (P07237 whole entry, looked up): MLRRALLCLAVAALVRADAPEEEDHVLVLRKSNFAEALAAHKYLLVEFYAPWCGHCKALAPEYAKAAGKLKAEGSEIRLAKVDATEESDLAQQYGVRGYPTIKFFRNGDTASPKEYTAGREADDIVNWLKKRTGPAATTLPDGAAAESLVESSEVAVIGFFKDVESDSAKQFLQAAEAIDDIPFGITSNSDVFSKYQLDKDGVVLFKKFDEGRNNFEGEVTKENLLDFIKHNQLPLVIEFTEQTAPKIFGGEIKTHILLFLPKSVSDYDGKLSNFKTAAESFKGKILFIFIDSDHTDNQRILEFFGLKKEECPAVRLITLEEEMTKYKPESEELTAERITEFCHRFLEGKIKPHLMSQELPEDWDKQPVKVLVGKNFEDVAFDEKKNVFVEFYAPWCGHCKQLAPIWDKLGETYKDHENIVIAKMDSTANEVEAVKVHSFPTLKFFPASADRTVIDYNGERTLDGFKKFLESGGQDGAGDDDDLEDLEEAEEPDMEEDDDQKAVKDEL
* = called active by the depositor; ? = inconclusive; . = not tested or not shown.

SMILES	Exocytosis inh	TRPM1 prom inh	NR2E3 ag-1	aDG glyco up	HIF-2a block	Vif imaging	CaV13 FRET inh	iPSC survival up	Peg3 prom inh	NR2E3 ag-2	PDI inh
COc1cccc(C2=CC(=O)C[C@H](c3ccc(F)cc3)C2)c1OC	-1	-9	-1	0.0	-90	11	-11	9.6	-72	13	-1
Cc1cc(NC(=O)CS(=O)(=O)c2cn(Cc3ccccc3Cl)c3ccccc23)no1	4	0	2	0.3	2	-7	-6	4.1	23	30	-2
N=c1c2c(n(Cc3ccccc3)c3c1CCC3)CCC2	-3	50	1	0.1	12	-19	-5	-3.3	16	-26	-1
COc1ccc(NC(C#N)c2ccccc2OCc2ccccc2)cc1 (stereo unspecified)	-3	-9	2	-0.2	-192	40	4	-1.5	-35	7	0
O=C(CS(=O)CC(=O)N(CC(=O)NC1CCCC1)c1ccc2c(c1)OCCO2)Nc1ccc(F)cc1 (stereo unspecified)	0	14	2	-0.3	15	?	-5	2.0	6	-24	0
C#CCN1C(=O)C(O)(CC(=O)c2cc(OC)ccc2OC)c2ccccc21 (stereo unspecified)	-1	10	0	0.3	5	-1	-5	-1.6	12	-26	-4
CCN(CC)S(=O)(=O)c1ccc(NC(=O)COc2cccc(-n3cnnn3)c2)cc1	-3	13	.	0.1	18	5	-6	3.1	35	5	13
Cc1ccc(-n2nnnc2-c2cnc3cc4c(cc3c2C)OCO4)cc1	2	3	1	-0.1	14	-4	-4	-0.6	9	7	1
CCc1cc(C(=O)N/N=C/c2ccc(O)cc2)c2ccccc2n1	-8	7	0	0.0	14	3	-4	0.2	23	8	-11
CC1CCCCN1C(=O)COC(=O)CSc1ccc(C(N)=O)cc1[N+](=O)[O-] (stereo unspecified)	-6	-2	.	0.2	11	-3	-6	-0.3	10	17	11
CCOC(=O)c1c(CN(C)C)oc2cc(CN(C)C)c(O)c(CSc3ccccc3)c12	22	-6	1	0.2	-2	-6	-4	0.2	-16	-42	4
COc1ccc(S(=O)(=O)N2CCOCC2)cc1NC(=O)CSc1cc(C)ccc1C	-1	-6	.	-0.3	9	.	-5	1.4	19	19	3
O=C(O)CN1C(=O)/C(=C\c2cccc(OCc3ccccc3F)c2)SC1=S	-5	-3	2	-0.1	-51	-5	-4	0.0	-54	-63	?
CC(C)(C)N/N=C1\CC(c2ccccc2)Oc2ccccc21 (stereo unspecified)	-4	6	3	-0.1	-8	-7	-4	-3.1	-5	-13	0
CC(=O)c1cccc(CN2CCC(n3nccc3NC(=O)CCCc3ccccc3)CC2)c1	-3	8	0	0.8	15	-3	-6	-0.4	12	0	-9
CC(=O)NCCc1ccc(S(=O)(=O)NCc2ccc3c(c2)OCO3)cc1	0	6	3	0.0	-17	.	.	3.1	10	1	-1
CCOC(=O)Cn1c(=NC(=O)c2nc3ccccc3s2)sc2cc(S(N)(=O)=O)ccc21	-10	17	-66	-0.3	6	-5	-3	-0.6	22	8	-26
COc1ccc(C(=O)Nc2cc(C(=O)O)cc(C(=O)O)c2)cc1Cl	-6	15	-2	-0.1	7	-5	1	-1.5	14	4	0
CCOC(=O)c1cc(C(=O)Nc2cccc(C)c2)nn1C	1	-67	2	-0.2	-215	-9	-3	-2.1	-194	-142	-1
CC(C)C1C(C#N)=C(N)SC(N)=C1C#N	2	-5	2	-0.1	4	-3	-6	1.3	1	18	-2
COc1ccc(NC(=O)COc2ccccc2C(N)=O)cc1S(=O)(=O)N1CCCCC1	-1	.	.	-0.1	11	.	-13	-0.6	13	-12	-2
Cc1ccc(-c2nnc(SCC(=O)N3c4ccccc4NC(=O)C3(C)C)n2N)cc1	-10	3	1	0.1	20	1	-5	-0.1	25	-3	-3
O=C(Nc1ccc(Cc2ccncc2)cc1)c1ccc([N+](=O)[O-])o1	22	45	3	-0.2	53*	48	-4	-0.5	103*	18	2
O=C(NCC1CCCO1)c1ccc(Br)c(S(=O)(=O)N2CCOCC2)c1 (stereo unspecified)	4	-1	0	0.2	4	7	-3	0.1	-4	0	3
O=C(NCC(=O)N1CC=C(c2ccccc2)CC1)c1ccccc1Br	-2	11	1	0.2	-19	-13	.	-0.4	6	-14	0
CN(C)S(=O)(=O)c1cccc(NC(=O)COC(=O)/C=C/c2cccs2)c1	-3	1	-2	-0.1	17	.	-4	-0.9	18	-24	0
CCCCNC(=O)c1nn(-c2ccccc2OC)c(=O)c2ccccc12	6	12	-2	-0.1	14	5	-5	-0.5	-3	-18	1
CCC(=O)Nc1nc2ccc([N+](=O)[O-])cc2s1	-2	14	3	-0.1	-109	-7	4	2.0	-24	-23	-2
NC(=O)c1oc2ccccc2c1NC(=O)CCc1ccccc1	-8	-9	2	-0.1	-9	4	-6	-0.9	9	-6	-4
Nc1ccc(-n2nncc2-c2ccccc2)cc1	-2	2	0	-0.3	5	1	.	-4.5	3	-10	4

The final 3 compounds of the part above lead into the next.
SMILES	Exocytosis inh	TRPM1 prom inh	NR2E3 ag-1	aDG glyco up	HIF-2a block	Vif imaging	CaV13 FRET inh	iPSC survival up	Peg3 prom inh	NR2E3 ag-2	PDI inh
CCC(=O)Nc1nc2ccc([N+](=O)[O-])cc2s1	-2	14	3	-0.1	-109	-7	4	2.0	-24	-23	-2
NC(=O)c1oc2ccccc2c1NC(=O)CCc1ccccc1	-8	-9	2	-0.1	-9	4	-6	-0.9	9	-6	-4
Nc1ccc(-n2nncc2-c2ccccc2)cc1	-2	2	0	-0.3	5	1	.	-4.5	3	-10	4
Cc1ccccc1Nc1nc(N)nc(CSc2ccccc2)n1	3	-45	-2	0.7	-148	12	29	-0.5	-252	-159	6
COC(=O)c1c(-c2ccc(C)cc2)csc1NC(=S)NC(=O)c1ccc(F)cc1	17	8	1	0.9	6	-6	-5	-2.2	7	3	0
CCN(c1ccc(NC(=O)COC(=O)c2ccc3ccccc3n2)cc1)C(C)C	-1	-5	0	0.1	-25	.	-9	0.7	5	-2	0
CCCCn1c(SCC(=O)Nc2cc(C)on2)nnc1-c1cccs1	-8	-2	5	-0.1	-5	-1	-1	0.4	26	0	2
CCN(CC)c1ccc(/C=N/N2CCOCC2)cc1	-1	-48	-7	-0.1	-173	8	-3	2.0	-221	-2	10
CCn1c(SCC(=O)N2CCc3ccccc32)nnc1-c1ccco1	0	11	2	-0.1	-3	-1	-3	1.7	-8	-17	-9
O=C(Oc1ccc(N2C(=O)CCC2=O)cc1)c1ccco1	2	4	-1	-0.2	16	.	.	1.3	16	-6	2
CC(C)OCCCNC(=O)C1CCN(S(=O)(=O)c2ccc3nc4c(c(C(=O)O)c3c2)CCCCC4)CC1	1	-13	0	-0.1	14	-9	-3	1.0	0	4	-3
Cc1ccc(NC(=O)CN(C)Cc2cc(=O)n3ccsc3n2)cc1	11	-4	2	0.0	-13	-7	-2	3.0	1	11	-3
CN1CCN(C(=S)c2ccc(Br)cc2)CC1	-1	21	2	0.6	17	7	-8	0.6	5	-26	1
O=C(c1cccc(F)c1)N1CCCC(C(=O)N2CCCC2)C1 (stereo unspecified)	-5	44	-1	-0.1	8	0	.	6.8	3	-2	4
Cc1cc(=O)[nH]c(SCC(=O)NCCC2=CCCCC2)n1	10	6	7	-0.2	22	-4	1	-0.2	25	-2	0
Cc1cc(=O)[nH]c(SCC(=O)N2CC3(C)CC2CC(C)(C)C3)n1 (stereo unspecified)	-2	5	.	1.1	13	-1	-6	0.6	13	-26	-31
O=C(CCS(=O)(=O)c1ccc(Cl)cc1)Nc1nc(-c2ccncc2)cs1	9	16	2	0.5	14	-6	-13	-0.3	12	-1	-5
COc1cc(/C=C2/C(=O)NN(c3ccc(Cl)c(Cl)c3)C2=O)cc([N+](=O)[O-])c1O	-3	-7	-1	-0.2	13	6	-19	-0.5	-1	1	-5
COc1ccc(C(=O)Nn2c(SCC(=O)NCc3ccco3)nc3ccccc3c2=O)cc1	-1	3	2	-0.1	33	1	.	-1.6	40	-20	-2
COc1cccc(/C=N/NC(=S)Nc2cccnc2)c1	-2	-18	0	0.1	-188	12	7	-1.1	-62	-83	-3
O=C(N/N=C\c1ccc([N+](=O)[O-])s1)c1cncc(Br)c1	0	78*	-2	7.2	-23	1	-5	-1.7	63*	5	8
O=C(CCCN1C(=O)/C(=C\c2cccs2)SC1=S)Nc1ccc(C(=O)O)cc1	23	-1	5	0.1	4	6	.	-1.2	0	3	2
CCc1ccc(NC(=O)C(C)Sc2ccc(S(=O)(=O)N3CCN(C)CC3)cn2)cc1 (stereo unspecified)	1	17	0	0.0	-5	-1	-2	3.6	-17	-3	-1
COc1ccccc1N1CCN(CCCNC(=O)Nc2ccccc2C)CC1	0	2	3	0.1	0	14	-1	-3.1	10	-19	5
COCCSc1ccccc1C(=O)Nc1cccnc1	0	1	-2	0.1	15	13	-4	-1.9	-4	5	-5
O=C(Nc1ccc(Cl)cc1)c1ccc2snnc2c1	0	-51	2	-0.2	-251	-1	-5	-1.6	-237	-73	.
O=C(NCc1ccncc1)C(F)(F)C(F)(F)C(=O)NCc1ccncc1	-2	6	1	0.2	-3	9	-5	-1.4	5	-16	-2
CC(=O)Nc1ccc(NC(=O)CCN2C(=O)C3CC=CCC3C2=O)cc1 (stereo unspecified)	-6	2	3	0.0	0	-2	-6	1.3	-5	17	0
COc1ccc(-n2c(O)c(/C=N/NS(=O)(=O)c3ccc(C)cc3)c3ccccc3c2=O)cc1OC	-1	3	3	0.0	12	5	-21	2.0	3	-14	-15
Cc1ccc(C2=NS(=O)(=O)N(C)C(C(=O)Nc3ccc(F)cc3F)=C2)cc1	2	-7	-1	-0.2	-7	.	-3	0.1	-17	-2	.
CCN(CC(=O)Nc1ccc(NC(C)=O)cc1)C(=O)c1cn(-c2ccccc2)nc1-c1cccs1	2	-13	.	-0.3	-44	-6	-6	-0.5	-1	-30	-10
COC(=O)c1sc(N)c(C(=O)OC)c1Cn1ncc(Cl)c(Cl)c1=O	18	10	8	0.3	9	18	-4	-0.3	15	-2	-1
C=CCNc1nc2ccccc2nc1NS(=O)(=O)c1ccc(F)cc1	1	9	1	0.0	17	-1	-22	-0.4	9	10	0
CCc1nnc(NC(=O)C2CCCN(c3nc4ccccc4s3)C2)s1 (stereo unspecified)	-5	-6	0	0.2	-2	-6	-8	-1.6	-1	-67	2
CC(C)c1ccc(OCC(O)CN2CCCC2)cc1 (stereo unspecified)	4	-3	.	0.0	14	0	-4	-0.4	-1	-3	12
Cc1ccn2c(C(=O)CSc3ccccc3)c(C)nc2c1	1	-60	1	1.0	-217	3	1	-1.4	-149	-55	0
